# ERG-DNA inh – blocks human ERG Ets domain binding to DNA; fluorescence polarization, His-ERG Ets domain / labelled DNA; Potency, µM (doses to about 76.9 µM), without a hit: at the top dose FP activity, negative = inhibition, usual class: inhibitors; hit rate 0.028% among 370,000; AID 624246; P11308; active = well fitted inhibition curve with a large enough effect in the polarisation, with a control signal flat; inconclusive = small, poorly fitted or top-dose-only effect, or effect the other way, or a change in a side signal; inactive = no such curve, though single readings can be large or run the other way; the % refers to the polarisation;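 note: polarization taken with two DNA probes labelled with fluorescein and Texas red; % of control where 0% means no effect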
#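 His-tagged ERG Ets domain (1 uM in the protein solution; 300mM KCl, 50mM Tris-HCl, 1mM EDTA, 1mM DTT, pH 7.5) received compound, then a probe mix of 5 nM fluorescein-DNA and 100nM Texas-615-DNA. Fluorescence polarization was read for both dyes.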
# RGS4 inhibitor – inhibitors of human regulator of G protein signaling 4; P49798; Transcreener GDP fluorescence polarization, RGS4-accelerated GTP hydrolysis; Potency, µM (titrated, usually from 114 µM), without a hit: at the top dose activity change, negative = inhibition, hits mostly inhibitors; hit rate 0.039% among 390,000; note: % is set by controls: 0 for no effect and ±100 for the full control effect; nearly all actives have a fitted effect of over 75% in size; some results filed as inactive show a strong effect at the top dose
# Target sequence (P49798 whole entry, looked up): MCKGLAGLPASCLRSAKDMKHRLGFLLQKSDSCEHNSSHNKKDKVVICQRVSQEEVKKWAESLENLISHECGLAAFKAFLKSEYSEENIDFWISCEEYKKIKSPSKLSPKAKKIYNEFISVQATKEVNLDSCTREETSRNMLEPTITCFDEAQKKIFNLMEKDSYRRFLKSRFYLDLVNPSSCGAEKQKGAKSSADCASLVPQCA
#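 MLSMR compounds (23 nl, pin-transferred) preincubated 10 min at room temperature with a 500nM (2x) first reagent, then RGS4 at 900nM (2x) plus Transcreener GDP mix added; fluorescence polarization (620/688 nm) read before and after 90 min at 30 °C.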
# 12-LOX inh – ALOX12 (human) lipoxygenase inhibition. P18054. purified 12hLO, xylenol orange hydroperoxide absorbance. Potency, µM (highest dose often 108 µM), without a hit: top-dose activity change, negative = inhibition, actives largely listed as inhibitors. hit rate 1.1% among 580,000. AID 1671190; note: % is set by controls: 0 for no effect and ±100 for the full control effect
#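 Purified human 12hLO (150 nM final) in 25 mM Hepes, 0.01% Triton X-100, pH 7.0 was preincubated 15 min at room temperature with compound. Then 40 uM arachidonic acid was added, 30 min. Hydroperoxide was read by Fe-XO absorbance ratio 573/405 nm.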
# Pin1 inhibitor – blocks the human prolyl isomerase Pin1; Q13526; AID 504891; Pin1 FP peptide displacement, HiFluor488, 10 min; hit rate 0.009% among 390,000; Potency, µM (top dose mostly 115 µM), without a hit: at the highest dose activity, negative = inhibition, usual class: inhibitors; active = well fitted inhibition curve with a large enough effect in the polarisation, with a control signal flat, not every such curve was filed as active; inconclusive = small, poorly fitted or top-dose-only effect, or effect the other way, or a change in a side signal; inactive = no such curve, though single readings can be large or run the other way; the % refers to the polarisation; note: % is set by controls: 0 for no effect and ±100 for the full control effect
# Target sequence (Q13526 whole entry, looked up): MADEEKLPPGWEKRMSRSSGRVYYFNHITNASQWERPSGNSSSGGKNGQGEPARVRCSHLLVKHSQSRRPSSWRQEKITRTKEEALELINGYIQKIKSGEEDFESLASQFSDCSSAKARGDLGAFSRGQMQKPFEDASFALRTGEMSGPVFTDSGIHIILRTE
# GLS inh – glutaminase GLS (human) inhibition; AID 624170; Potency, µM (highest dose often 45.5 µM), without a hit: at the top dose activity change, negative = inhibition, usual class: inhibitors; hit rate 0.21% among 410,000; GLS enzymatic activity, qHTS titration; O94925; note: % is set by controls: 0 for no effect and ±100 for the full control effect
#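 Two-point fluorescence kinetic (t0, 30 min RT) for hKGA; glutamate detected via glutamate oxidase–HRP–Amplex Red. Substrate: 1 mM L-glutamine solution; buffer 45 mM KH2PO4, pH 8.2.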
# HP1b chromo inh – inhibitors of HP1-beta chromodomain binding to methylated histone tails; P83916; AlphaScreen HP1-beta / biotin-H3K9me3 peptide binding; Potency, µM (series often up to 114 µM), without a hit: top-dose activity change, negative = inhibition, hits mostly inhibitors; hit rate 0.56% among 390,000; note: nearly all actives have a fitted effect of over 70% in size; inactives centre near 23
# Target sequence (P83916 whole entry, looked up): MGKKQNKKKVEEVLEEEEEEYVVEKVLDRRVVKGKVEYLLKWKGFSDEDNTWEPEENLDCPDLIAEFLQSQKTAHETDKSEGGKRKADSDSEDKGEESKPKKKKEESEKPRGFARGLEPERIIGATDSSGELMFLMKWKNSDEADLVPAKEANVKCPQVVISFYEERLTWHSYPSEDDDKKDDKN
#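 HP1-beta protein (50 nM final) preincubated 30 min at room temperature with biotinylated H3(1-18)K9me3 peptide (50 nM) in PBS pH 7.4, 0.01% Tween-20, then compound added for 30 min. AlphaScreen streptavidin donor/nickel chelate acceptor beads (10 ug/mL final), 30 min dark, luminescence read.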
# JMJD2A Tudor – inhibitors of human JMJD2A Tudor domain; AlphaScreen JMJD2A-Tudor / H3K4me3 peptide binding; O75164; hit rate 4.4% among 390,000; Potency, µM (top dose mostly 114 µM), without a hit: top-dose activity change, negative = inhibition, actives largely listed as inhibitors; note: % is set by controls: 0 for no effect and ±100 for the full control effect; nearly all actives have a fitted effect of over 50% in size
# rTrxR1 inhibitor – inhibitors of rat thioredoxin reductase 1 | O89049 | recombinant rTrxR1, NADPH fluorescence consumption, selenite substrate | Potency, µM (series often up to 114 µM), without a hit: at the highest dose activity change, negative = inhibition, usual class: inhibitors | hit rate 1% among 390,000 | AID 588453; note: % is set by controls: 0 for no effect and ±100 for the full control effect; nearly all actives have a fitted effect of over 65% in size
# Target sequence (O89049 whole entry, looked up): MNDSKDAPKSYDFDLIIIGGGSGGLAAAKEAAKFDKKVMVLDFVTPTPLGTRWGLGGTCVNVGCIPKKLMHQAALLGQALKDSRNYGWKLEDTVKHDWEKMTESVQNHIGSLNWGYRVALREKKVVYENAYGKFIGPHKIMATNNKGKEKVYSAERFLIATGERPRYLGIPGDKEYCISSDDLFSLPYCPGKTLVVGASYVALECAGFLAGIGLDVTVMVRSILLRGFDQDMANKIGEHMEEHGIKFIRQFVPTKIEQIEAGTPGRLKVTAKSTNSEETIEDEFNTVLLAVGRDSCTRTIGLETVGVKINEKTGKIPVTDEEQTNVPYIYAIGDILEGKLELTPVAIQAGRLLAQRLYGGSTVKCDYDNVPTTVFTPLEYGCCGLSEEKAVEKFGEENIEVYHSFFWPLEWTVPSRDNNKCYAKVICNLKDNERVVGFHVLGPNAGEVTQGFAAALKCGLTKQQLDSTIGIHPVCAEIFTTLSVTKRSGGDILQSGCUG
#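 Rat TrxR1 (90 nM in the dispensed reagent) was pre-reduced with 400 uM NADPH for 5 min at room temperature, then incubated with compound for 15 min. After 400 uM selenite was added, NADPH fluorescence (Ex 340/Em 450 nm) was followed for 8 min.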
# PGK inhibitor – inhibitors of T. brucei phosphoglycerate kinase; P07378; PGK/GAPDH coupled, Kinase-Glo luminescence, 60 min; Potency, µM (doses to about 57.5 µM), inactives show at the top dose activity change, negative = inhibition, usual class: inhibitors; hit rate 0.043% among 380,000; AID 602233; note: % is set by controls: 0 for no effect and ±100 for the full control effect; nearly all actives have a fitted effect of over 60% in size
#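 Recombinant glycosomal PGK reaction used 1,3-bisphosphoglycerate generated in-well by GAPDH (100nM final) in 100mM TEA pH 7.6, 5mM MgCl2, 0.01% Tween-20. After 60 minutes at room temperature, ATP was read by Kinase-Glo Plus luminescence end-point.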
# * marks the source's active call; other numbers are inactive results; i = inactive; ? = inconclusive; / = not tested or not shown; & = joins results of further samples; [ ] = remark or other dose. Unless noted, calls come from the whole dose curve; as a rule, active = well fitted curve in the direction sought with a large enough effect; inconclusive = small, poorly fitted or top-dose-only effect, or another doubt; inactive = no such curve, though single readings can be large; an effect the other way counts as inactive or inconclusive. Potency is the fitted concentration of half-maximal effect. A portion of the library, so the mix of outcomes need not match the whole.
Molecule,ERG-DNA inh,RGS4 inhibitor,12-LOX inh,Pin1 inhibitor,GLS inh,HP1b chromo inh,JMJD2A Tudor,rTrxR1 inhibitor,PGK inhibitor
CC(=O)Nc1ccc(NC(=O)CSc2nc3ccccc3nc2N2CCCCC2)cc1,1%&-16%,3%&8%,-5%&38%&0%,13%&2%,?,16%&45%,-14%&-15%,5%&6%,0%
CCOC(=O)CNc1c(N2CCN(c3ccccn3)CC2)c(=O)c1=O,-4%,15%,-3%,3%,25%,33%[activator],-6%,-5%,-7%
COc1cccc(NC(=O)CSc2nnc(-c3ccoc3C)n2-c2ccccc2)c1,8%,-9%[11.4 µM],?,?,2%,-12%,-6%[11.4 µM],-17%,4%
CN(c1ccc(OCC(=O)Nc2nc3ccccc3s2)cc1)S(=O)(=O)c1ccccc1,6%,-7%,-5%,31%[activator],4%,12%,-33%,15%,-5%
O=C(CSc1ccc(-c2cccnc2)nn1)N1CCCCCC1,-4%,9%,-8%,-2%,2%,28%,-12%,2%,-9%
COc1ccc(C(=O)NC2CCN(CC(=O)NCc3ccccc3F)CC2)cc1,11%,-3%,-12%,1%,-7%,27%,?,1%[57.1 µM],-7%
CCOC(=O)CSc1nc2cc3c(cc2cc1CC)OCCO3,8%,-38%,15%,24%,1%,193%[activator],49%[activator],6%,-1%
NSc1nc(N)c2nc(-c3ccccc3)c(-c3ccccc3)nc2n1,-3%,?,?,4%,-10%,2%,-31%,21%[57.1 µM],-3%
Nc1cc(=O)nc(SCC(=O)NC2CCCCC2)n1-c1ccccc1,-2%,-6%,-24%,-8%,-1%,19%,-14%,17%,i
CCc1cc(C(=O)c2ccc(OC)cc2)c(NC(=O)CN2CCCCC2)s1,12%,22%,31%[activator],13%,-5%,21%,-28%,10%,i
CN(C(=O)c1cccc(S(=O)(=O)N2CCOCC2)c1)c1c(N)n(Cc2ccccc2)c(=O)[nH]c1=O,-4%,-23%,335%[activator],6%,1%,50%[activator],-20%,-11%,5%
COc1cc(/C=N\Nc2cc(=O)n(C)c(=O)n2C)ccc1O,-2%,-24%,2%,?,13%,14%,-3%,-3%[57.1 µM],i
Cc1cc(C(=O)OCC(=O)NC2CCS(=O)(=O)C2)c2ccccc2n1 (stereo unspecified),7%,-8%,-5%,4%,-8%,33%,-4%,14%[57.1 µM],4%
CCOC(=O)COc1ccc(C(=O)Nc2cccc(Cl)c2C)cc1,7%,0%,-10%,-1%,8%,28%,5%,17%[57.1 µM],8%
COc1ccc(-n2c(CCC(=O)O)ccc2-c2ccccc2)c(OC)c1,-1%,-22%,-17%,5%,17%,27%,?,?,/
COc1ccccc1CCC(=O)Nc1cccc(S(=O)(=O)N2CCCCCC2)c1,-4%,7%,-5%,5%,1%,11%,-12%,-4%,1%
CCC(=O)Nc1cc(-c2nc3ncccc3o2)ccc1Cl,6%,9%,2%,-12%,0%,37%[activator],-19%,18%,-6%
O=C(N/N=C/c1cccc([N+](=O)[O-])c1)c1cc2c(ccc3ccccc32)o1,-3%,8%,-22%,35%[activator],-3%,-28%,?,4%,-10%
CCOc1ccc(NC(=O)COc2ccc(N3CC(C(N)=O)CC3=O)cc2)cc1 (stereo unspecified),2%,-13%,-27%,4%,-25%,29%[57 µM],-1%,0%,i
CCOC(=O)c1c(CN(CC)CC)oc2ccc(OC)cc12,-2%,-2%,-12%,6%,9%,45%[activator],-19%,10%,i
COCc1c(C(=O)N/N=C/c2ccc(C)o2)nnn1-c1nonc1N,4%,-11%,-1%,-10%,-2%,17%,-5%,0%,0%
O=C(CCN1C(=O)c2ccccc2C1=O)C1=NN[C@@H]2C(=O)N(c3ccc4c(c3)OCCO4)C(=O)[C@H]12,-3%,0%,14%,5%,-11%,24%,-6%,15%[57.1 µM],-2%
Cc1ccc(N2C(=O)C3C=NNC3C2=O)cc1 (stereo unspecified),14%,10%,6%,-9%,2%,35%,-10%,7%[57.1 µM],-7%
CC(C)(Oc1ccc(Cl)cc1)C(=O)NCc1ccncc1,8%,1%,-20%,-1%,5%,18%,-3%,-13%,2%
COc1ccc(N(CC(=O)NC2CCCCC2)C(=O)c2ccc(C)s2)cc1OC,10%,6%,-29%,-3%,-2%,22%,-2%,9%[57.1 µM],-4%
CC(C)NC(=O)Nc1ccc2c(c1)CC(=O)N([C@@H](C)CO)C[C@H](C)[C@@H](CN(C)C(=O)NC1CCCCC1)O2,5%,14%,9%,-3%,4%,36%,-14%,6%,-1%
CCCCNC(=O)CSc1nc2cc3c(cc2c(=O)n1CCC(=O)NCCc1ccc(OC)c(OC)c1)OCO3,1%,-14%,0%,5%,2%,24%,-16%,10%[57.1 µM],-4%
COc1ccc(-c2nc3c(c(SC)n2)Cc2c(CO)cnc(C)c2O3)cc1,-3%,20%,8%,2%,-5%,-8%,-8%,31%,i
COc1cc(Nc2ncc3c(n2)CCN(Cc2cc(Br)cs2)C3)cc(OC)c1,-15%,-9%,?,9%,-5%,18%,?,2%[57.1 µM],/
O=C(CCc1nnc(CCCCc2ccccc2)o1)N1CCCCC1CCO (stereo unspecified),-3%,17%,2%,-8%,20%,17%,-6%,2%,-5%
O=C1C(Cl)=C(Nc2ccccc2O)C(=O)N1CCc1ccccc1,4%,?,?,4%,24%,?,50µM*,?,-1%
Cc1ccc(/C=C/C(=O)Nc2nccs2)o1,3%,-11%,?,-3%,4%,-2%,-23%,45µM*,11%
O=C(OC1CCOC1=O)C1CCN(S(=O)(=O)c2c(Cl)cccc2Cl)CC1 (stereo unspecified),/,0%,-1%,-5%,-2%,5%,-21%,1%,-15%
O=C(COC(=O)Cn1cnc2ccccc2c1=O)Nc1ccc(Cl)cc1,-3%,-22%,-2%,-14%,-5%,45%[activator],1%,6%,i
Fc1cccc(CN2CCN(Cc3nc(-c4cnccn4)no3)CC2)c1,0%,-7%,6%,2%,3%,27%,-3%,-13%,-5%
CCOC(=O)[C@@H]1[C@H]2COc3ccccc3[C@H]2N2C(=O)N(c3ccc(C)cc3)C(=O)[C@]12C,-6%,?,2%,0%,3%,7%,-33%,13%,8%
O=C(NCc1ccco1)c1ccc(Br)s1,-11%,-3%,-11%,-1%,-1%,-5%,-21%,8%[57.1 µM],i
Cc1ccc(C2CC(c3ccccc3)=NN2C(=S)Nc2ccccc2)o1 (stereo unspecified),-1%,?,351%[activator],26%,2%,-21%,-35%,?,i
CCN(CC)CCCNC(=O)c1cc(-c2cccc(Cl)c2)on1,-16%,-2%,-28%,1%,1%,10%,-10%,1%,-5%
CCCCNS(=O)(=O)c1ccc2nc(-c3cccnc3)cc(C(=O)NCCCOC(C)C)c2c1,-2%,-14%,5%,-3%,1%,13%,-12%,13%[57.1 µM],-5%
COc1ccc(-n2nc3c(c2NC(=O)c2ccc(Br)cc2)CS(=O)C3)cc1 (stereo unspecified),2%,-11%,5%[57.4 µM],2%,5%,42%[activator],-17%,15%,-9%
N#Cc1ccc(CSc2nnc(NC(=O)CCc3nc4ccccc4c(=O)[nH]3)s2)cc1,0%,1%,-2%,18%,-4%,13%,-15%,24%,-6%
CCSCCNC(=O)c1cncc(Br)c1,2%,3%,3%,2%,-9%,35%,3%,-11%,-7%
Cc1cc(C)c(N=C2C(=O)Nc3ccccc32)c(C)c1,12%,-12%,4%,10%,-16%,-20%,?,15%,-1%
Cc1c(Cl)cccc1NC(=O)CNC(=O)c1ccc2c(c1)OCCO2,0%,-5%,2%,-9%,-7%,25%,-15%,6%,6%
CCN1CCN(C(=O)c2oc(=O)c3ccccc3c2-c2ccc(C)cc2)CC1,-10%,14%,343%[activator],-1%,1%,30%,-13%,0%,-8%
CCOc1ccc(CCNC(=O)C2(c3ccccc3)CC2)cc1OCC,-4%,11%,300%[activator],-3%,4%,29%,-13%,-4%,-9%
CCOc1ccc(-c2c[n+](=O)c3c(n2[O-])CCCC3)c(OCC)c1,-9%,-3%,-23%,6%,10%,16%,-6%,-17%[11.4 µM],1%
COc1ccc(CC(=O)N2CCCC(C)C2)cc1 (stereo unspecified),0%,-46%,-12%,3%,-4%,35%,?,24%[57.1 µM],i
O=C(N/N=C/c1ccc(OCC(=O)N2CCCCC2)cc1)c1ccccc1,/,30%,1%,0%,5%,24%,-1%,-14%,0%[11.5 µM]

# Additional records
Molecule,ERG-DNA inh,RGS4 inhibitor,12-LOX inh,Pin1 inhibitor,GLS inh,HP1b chromo inh,JMJD2A Tudor,rTrxR1 inhibitor,PGK inhibitor
C=C(C)Cn1c(-c2ccncc2)n[nH]c1=S,3%,31%,?,4%,-11%,8%,50µM*,-2%[57.1 µM],-8%
CC(=O)Nc1cccc(N=NN2CCCCC2)c1,-4%,1%,-2%,-1%,-9%,4%,-19%,39%[activator][57.1 µM],i
Cc1ccc(C(=O)/C=C/C(=O)O)cc1,-5%,?,-17%,?,1%,10%,-14%,2.8µM*,-1%
NC(=O)c1ccccc1NCC(=O)c1ccc(F)cc1,?,-13%,12%,?,-1%,15%[57 µM],-23%,6%,-5%

# Screening results from PubChem.
